CHT inh: inhibits the human high affinity choline transporter; B-score at 10 µM; 0.86% of 310,000 active; CHT-expressing cells, membrane potential dye, choline response; active compounds read low;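 active = B-score over 3 SD under the library average, and starting fluorescence ratio not unusually high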;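 note: choline stimulus applied at its EC90 after an EC20 pre-addition; B-score computed on integrated fluorescence ratio after choline addition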
Target sequence (Q9GZV3 whole entry, looked up): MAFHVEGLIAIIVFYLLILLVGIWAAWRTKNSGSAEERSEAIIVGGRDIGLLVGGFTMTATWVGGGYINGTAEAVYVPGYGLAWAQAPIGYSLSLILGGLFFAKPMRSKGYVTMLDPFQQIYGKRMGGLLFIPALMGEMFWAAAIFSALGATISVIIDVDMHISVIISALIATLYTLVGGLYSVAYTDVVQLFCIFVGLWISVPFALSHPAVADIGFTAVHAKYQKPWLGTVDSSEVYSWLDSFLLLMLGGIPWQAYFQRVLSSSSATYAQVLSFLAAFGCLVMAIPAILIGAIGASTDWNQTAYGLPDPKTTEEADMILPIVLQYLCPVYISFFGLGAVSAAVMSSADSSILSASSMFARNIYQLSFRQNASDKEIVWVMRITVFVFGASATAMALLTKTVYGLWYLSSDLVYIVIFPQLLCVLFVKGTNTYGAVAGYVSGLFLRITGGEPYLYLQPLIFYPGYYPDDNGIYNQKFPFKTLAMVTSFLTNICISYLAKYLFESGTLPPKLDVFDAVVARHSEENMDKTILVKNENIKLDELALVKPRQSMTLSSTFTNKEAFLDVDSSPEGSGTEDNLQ
CHT allo act: allosteric activators of human choline transporter CHT; CHT-expressing cells, membrane potential dye, choline EC20; active compounds read high; LV-AA mutant CHT in HEK293 cells; AID 488977; Q9GZV3; B-score at 10 µM; 0.49% of 310,000 active;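 active = initial fluorescence not abnormally high and integrated response B-score, plate-corrected, over 3 SD above library mean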
The depositor's hits bear a star; i = inactive.

The opening five compounds, ahead of the listing:
Values run as follows: CHT allo act | CHT inh
- CCC(C)COC(c1ccccc1)(c1ccccc1)C(Oc1nc(C)cc(C)n1)C(=O)O (stereo not given)
    i | i
- COc1ccc2[nH]c3c(=O)n(N)c(C)nc3c2c1
    i | i
- OCCOc1cccc(CN2CCC(CO)(CCOc3ccccc3)CC2)c1
    i | -10.2*
- CCN(CC(=O)NCc1ccc(Cl)cc1)C(=O)CSc1ccc(F)cc1
    i | i
- CCCc1cc(=O)[nH]c(SCC(=O)OCc2ccccc2)n1
    i | i

The listing (from the top)
Values run as follows: CHT allo act | CHT inh
- CCC(C)COC(c1ccccc1)(c1ccccc1)C(Oc1nc(C)cc(C)n1)C(=O)O (stereo not given)
    i | i
- COc1ccc2[nH]c3c(=O)n(N)c(C)nc3c2c1
    i | i
- OCCOc1cccc(CN2CCC(CO)(CCOc3ccccc3)CC2)c1
    i | -10.2*
- CCN(CC(=O)NCc1ccc(Cl)cc1)C(=O)CSc1ccc(F)cc1
    i | i
- CCCc1cc(=O)[nH]c(SCC(=O)OCc2ccccc2)n1
    i | i
- CC(=O)Nc1ccc(OCC(O)Cn2ccnc2)cc1 (stereo not given)
    i | i
- Cc1n[nH]c(C)c1CCC(=O)N/N=C/c1c(C)[nH]c2ccccc12
    i | i
- CC(C)CCN1C(=O)c2ccc(C(=O)NCC3CCCO3)cc2C1=O (stereo not given)
    i | i
- O=C(O)c1cc([N+](=O)[O-])ccc1Nc1ccccc1
    i | i
- O=C(NCc1ccco1)c1ccc(Cn2c(=O)c3sccc3n(Cc3cccc(F)c3)c2=O)cc1
    i | i
- Cc1ccc(C)c(CSc2nnc(C)c(=O)n2N)c1
    i | i
- COc1ccc(S(=O)(=O)NCC(c2cccnc2)N2CCN(c3ccccc3)CC2)cc1C (stereo not given)
    i | i
- O=C(Oc1ccc(-c2csnn2)cc1)C1CC1
    i | i
- COc1ccc(N(C(=O)c2ccncc2)S(=O)(=O)c2cccs2)cc1
    i | i
- Cc1ccc(S(=O)(=O)N(C)C)cc1NC(=O)Nc1c(-c2ccccc2)noc1C
    i | i

(list continues)
Values run as follows: CHT allo act | CHT inh
- CC(=O)Nc1ccc(Oc2nc(C)cc(C)n2)cc1
    i | i
- COc1cc(/C=C/C(=O)OCC(=O)NC(=O)NC(C)(C)C)ccc1OCC#N
    i | i
- COc1cc(N=CC2=C(O)c3ccccc3C2=O)cc(OC)c1
    i | i
- CN(CC(=O)N1CCc2ccccc21)S(=O)(=O)c1cccc2cccnc12
    i | i
- CC(=O)Oc1ccc(C(=O)OCC(=O)c2c(N)n(C)c(=O)n(C)c2=O)cc1OC(C)=O
    i | i
- Cc1ccc(C)c(NC(=O)COC(=O)CCC(=O)c2cccs2)c1
    i | i
- CC(=O)Nc1ccc(NS(=O)(=O)c2ccc3ccccc3c2)cc1
    i | i
- CCNc1nnc(-c2ccncc2)s1
    i | i
- CC(=O)c1cccc(NC(=O)COc2ccccc2C(=O)c2cc(C#N)c(=O)n(C3CCCCC3)c2)c1
    i | i
- COC(=O)c1sccc1NC(=O)CSc1ccccc1NS(=O)(=O)c1ccc(Br)cc1
    i | i
- CCOC(=O)c1cnn(-c2ccc(C)cc2)c1N
    i | i
- CCOC(=O)c1c(N)c(C#N)c2n1CCCC2
    i | i
- COc1cc(/C=N/NC(=O)C(=O)NCC2CCCO2)cc(Cl)c1O (stereo not given)
    i | i
- Cc1[nH]n(C(N)=S)c(=O)c1N=Nc1cc(-c2ccc(Br)cc2)[nH]n1
    i | i
- COc1ccc(N2C(=O)CCC(C(=O)NCc3ccccn3)C2c2ccc(OC)c(OC)c2)cc1 (stereo not given)
    i | i

(more compounds)
Values run as follows: CHT allo act | CHT inh
- CC1=C(C(=O)N2CCOCC2)C(c2c(F)cccc2F)NC(=O)N1 (stereo not given)
    i | i
- CCN(C(=O)COC(=O)c1cc(S(=O)(=O)N2CCOCC2)c(Cl)cc1Cl)C1CCS(=O)(=O)C1 (stereo not given)
    i | i
- COc1ccc(CNC(=O)C2(C)Cc3ccccc3C(=O)O2)cc1 (stereo not given)
    i | i
- CCOC(=O)c1c(NS(=O)(=O)Cc2ccccc2)sc2c1CCCC2
    i | i
- CCN1C(=O)/C(=C\c2cccc(OC(=O)c3ccco3)c2)SC1=S
    i | i
- O=C(c1ccc(C23CC4CC(CC(C4)C2)C3)o1)N1CCOCC1
    i | i
- CCc1nc(NC(C)(C)C)c2cnn(-c3ccccc3)c2n1
    i | i
- Nc1cc(N)c(OCC(F)(F)F)cc1OCC(F)(F)F
    i | i
- CCOn1c(SC(C)C)nc2ccccc2c1=O
    i | i
- CCc1nonc1NC(=O)c1oc2cc(C)c(C)cc2c1C
    i | i
- COC(=O)c1ccc(S(=O)(=O)N2CCCCC2)o1
    i | i
- COc1ccc(CCNC(=O)C2CCCN(S(=O)(=O)c3ccc(F)cc3)C2)cc1 (stereo not given)
    i | i
- CCOC(=O)c1[nH]cnc1C(=O)NC1CCCCC1
    i | i
- O=C1CCC(CCC(=O)N2CCCC(C(=O)c3cccc(C(F)(F)F)c3)C2)=NN1 (stereo not given)
    i | i
- O=C(Cn1cc(C(=S)N2CCOCC2)c2ccccc21)N1CCOCC1
    i | i

The listing continues.
Values run as follows: CHT allo act | CHT inh
- Cc1cccc(Nc2ncnc3ccc(Br)cc23)c1
    i | i
- CCc1noc(C)c1C(=O)N1CCN(c2cccc(C)c2C)CC1
    i | i
- O=C1CC(C(=O)N2CCC(N3CCC(C(=O)NC4CC4)CC3)CC2)c2ccccc21 (stereo not given)
    i | i
- O=C(Nc1cccc(Cl)c1)Nc1nnc(-c2ccccc2)o1
    i | i
- CC(C)(C)c1ccc(NC(=O)Nc2ccc(OCC(=O)N3CCOCC3)cc2)cc1
    i | i
- COc1ccccc1CNC(=O)c1cccc(S(=O)(=O)N2CCN(C)CC2)c1
    i | i
- O=C(NCCc1ccc(Cl)cc1)C1CCN(S(=O)(=O)N2CCC3(CC2)OCCO3)CC1
    i | i
- Cc1ccc(Cn2cc(-c3ccccc3)nn2)cc1
    i | i
- CCc1ccc(NC(=O)CCn2cccc2)cc1
    i | i
- O=C(Nc1ccc2c(c1)C(=O)OC2)c1ccc(Cl)cc1Cl
    i | i
- O=S(=O)(NCC1CCCO1)c1ccc(Br)cc1 (stereo not given)
    i | i
- COc1ccc(OCCC(=O)N2CCCCC2)cc1
    i | i
- CCOc1nc(Nc2ccc(Cl)cc2)nc(OCC)n1
    i | i
- COc1ccc(Cl)cc1NC(=S)NC(=O)c1ccc2c(c1)OCO2
    i | i
- O=C(CCCN1C(=O)c2ccccc2C1=O)Nc1ccccn1
    i | i

Later entries:
Values run as follows: CHT allo act | CHT inh
- Cc1cc(C)c(C)c(S(=O)(=O)NCC(=O)O)c1C
    i | i
- COc1cc2c(cc1OC)C(C)N(C(=O)c1cc3c(s1)-c1c(C)cccc1OC3)CC2 (stereo not given)
    i | i
- COc1cccc2c1OCC1COc3c(c(=O)n(C)c(=O)n3C)C21 (stereo not given)
    i | i
- COc1cc(C(=O)Nc2ccc(C(=O)NCC3CCCO3)cc2)cc(OC)c1OC (stereo not given)
    i | i
- OCC[C@H]1C[C@@H](O)[C@H](O)[C@@]2(CCCCO2)O1
    i | i
- CC(=O)Oc1ccc(-c2nc3ccccc3c(=O)o2)cc1
    i | i
- CC1(C)Cc2ccccc2-c2nnc(-c3ccccc3)n21
    i | i
- Cn1cnnc1Sc1nc2c(c(=O)n(C)c(=O)n2C)n1Cc1ccccc1Cl
    i | i
- c1ccc2sc(N3CN(CCN4CCOCC4)CN(c4nc5ccccc5s4)C3)nc2c1
    i | i
- CCc1noc2c1/C(=N\O)CC(c1ccccc1)C2 (stereo not given)
    i | i
- Cc1ccc(S(=O)(=O)NC2CCC(C(=O)O)CC2)cc1 (stereo not given)
    i | i
- O=C(Nc1cnccc1C(F)(F)F)NC1CCCCC1
    i | i
- CC(C)=C(C#N)c1nc2ccccc2s1
    i | i
- N#Cc1cccc(OC(=O)c2ccc3c(=O)n4c(nc3c2)CCC4)c1
    i | i
- Cc1ccc(C(=O)Nc2c(C)cc(-c3ccccc3)oc2=O)cc1
    i | i

Carrying on:
Values run as follows: CHT allo act | CHT inh
- CC1(C)NC(=O)N(CC(O)CN(c2ccccc2)S(=O)(=O)c2ccc([N+](=O)[O-])cc2)C1=O (stereo not given)
    i | i
- CC(=O)c1cccc(NC(=S)NCCc2ccc(F)cc2)c1
    i | i
- O=C1COc2ccccc2N1Cc1c(F)cccc1Cl
    i | i
- COc1cccc2cc(-c3cc(=O)oc4cc(C)c(O)cc34)oc12
    i | i
- CC(=O)c1c(C)[nH]c(C(=O)OCC(=O)Nc2ccc(Cl)cc2[N+](=O)[O-])c1C
    i | i
- Cc1ccc(Cl)cc1NC(=O)C1CCCN(S(=O)(=O)c2c(C)noc2C)C1 (stereo not given)
    i | i
- O=C(Nc1ccc2c(c1)OCO2)c1cccc(S(=O)(=O)N2CCCC2)c1
    i | i
- COc1ccc(-n2c(O)cnc2Nc2nc(C)cc(C)n2)cc1OC
    7.17* | i
- CC(C)C(c1nnnn1CC1CCCO1)N1CCN(Cc2ccc3c(c2)OCO3)CC1 (stereo not given)
    i | i
- C=CCN1C(=O)C(C)(C)Nc2ccccc21
    i | i
- O=C(NN=C1CCCCCC1)c1cc2ccccc2cc1O
    i | i
- CS(=O)(=O)c1nc(S(=O)(=O)c2ccc(Cl)cc2)c(NCCCN2CCOCC2)s1
    i | i
- Cc1ccc(N(C)S(=O)(=O)c2cccc(C(=O)Nc3ccc(C)cn3)c2)cc1
    i | i
- O=C(O/N=C\c1ccc(N2CCCCC2)c([N+](=O)[O-])c1)c1ccc(Cl)cc1Cl
    i | i
- CCN(CC)c1ccc([N+](=O)[O-])cc1C(=O)O
    i | i

(cont.)
Values run as follows: CHT allo act | CHT inh
- CCN1CCN(c2ccc(S(=O)(=O)N3CCCCC3)cc2NC(=O)c2cc3ccccc3o2)CC1
    i | i
- C=CCSc1nnc(NC(=O)c2cccc(S(=O)(=O)N(C)c3ccccc3)c2)s1
    i | i
- CCOc1ccccc1NC(=O)CCNS(=O)(=O)c1ccc(NC(C)=O)cc1
    i | i
- CC(NC(=O)c1ccccc1F)c1cccc2ccccc12 (stereo not given)
    i | i
- N/C(=N\OC(=O)CCCOc1ccccc1)c1ccc([N+](=O)[O-])cc1
    i | i
- Cc1nnc(NC(=O)CCC(=O)N2CCN(CCOc3cccc4ccccc34)CC2)s1
    i | i
- CCc1ccc(C(=O)C(C)OC(=O)Cc2n[nH]c(=O)c3ccccc23)cc1 (stereo not given)
    i | i
- CC1CCCN(CCCOc2ccc(Br)cc2Cl)C1 (stereo not given)
    i | i
- CCC(C)N(C(=O)C(F)(F)F)C(C(=O)NC1CCCCC1)c1ccncc1 (stereo not given)
    i | i
- Cc1ccc(N(CC(=O)NN=C2CCN(C)CC2)S(=O)(=O)c2ccccc2)c(C)c1
    i | i
- N#C/C(=C\c1ccncc1)C(=O)Nc1ccc(C(=O)O)cc1
    i | i
- c1coc(CNc2c3c(nc4ncnn24)CCC3)c1
    i | i
- CCCCC(=O)NCCNc1nc2c(c(=O)n(C)c(=O)n2C)n1Cc1ccccc1
    i | i
- O=C1CN(C(=O)c2ccc(Cl)c(S(=O)(=O)N3CCc4ccccc43)c2)c2ccccc2N1
    i | i
- Cc1cccc(C)c1NC(=O)COC(=O)C1Cc2ccccc2CN1C(=O)c1ccccc1 (stereo not given)
    i | i

Going on with the list:
Values run as follows: CHT allo act | CHT inh
- O=C1OCC2=C1C(c1ccccc1)CC(=O)N2c1cccc(F)c1 (stereo not given)
    i | i
- O=C1CCCC2=C1Sc1ccc(Cl)cc1N2
    i | i
- CCc1ccc2c(CN3CCN(S(=O)(=O)c4ccc5c(c4)OCCO5)CC3)cc(=O)oc2c1
    i | i
- NC(=O)COC(=O)C1CSC2(c3ccc(F)cc3)CCC(=O)N12 (stereo not given)
    i | i
- CCN(CC)c1ccc(/C=N/NC(=O)c2cccc(S(=O)(=O)Nc3ccccc3OC)c2)c(O)c1
    i | i
- N#C/C(=N\Nc1ccc(Cl)cc1)C(=O)c1ccccc1
    i | i
- COc1ccccc1NC(=O)CN(c1ccccc1)S(=O)(=O)c1ccccc1
    i | i
- COc1cc(C(=O)Nc2ccc3c(c2)OCCO3)c(-n2cnnn2)cc1OC
    i | i
- CC(Oc1ccc(Cl)cc1Cl)C(=O)NNC(=O)c1ccncc1 (stereo not given)
    i | i
- CCC(C(=O)NCCc1ccco1)n1nc(C)c2c(C)n(-c3ccccc3)nc2c1=O (stereo not given)
    i | i
- CCOC(=O)c1cn(CC)c2c(ccc3ccccc32)c1=O
    i | i
- CCn1c(SCC(=O)NNC(=O)Cc2ccccc2)nnc1-c1ccncc1
    i | i
- Clc1ccc(-c2ccc(CN3CCCCC3)o2)cc1
    i | i
- C=CCn1c2ccccc2c(=O)c2cc(C#CC3(O)CCCCC3)ccc21
    i | i
- O=C(O)c1ccc(N=c2oc3cc(O)ccc3cc2C(=O)NCc2ccccc2)cc1
    i | i

Later entries.
Values run as follows: CHT allo act | CHT inh
- CCOc1ccc(OCC)c(NC(=O)CN(c2ccc(C)cc2)S(=O)(=O)c2c(C)noc2C)c1
    i | i
- Cc1ccc(NC(=O)CSc2nc3c(c(=O)[nH]2)CCCC3)cc1C
    i | i
- CN1C(=O)C2C(c3ccc(N(C)C)cc3)=NN(Cc3ccccc3)C2C1=O (stereo not given)
    i | i
- CCC[C@@H](NS(=O)(=O)c1ccc(C)cc1)C(=O)Oc1ccc2c3c(c(=O)oc2c1)CCC3
    i | i
- CCOC(=O)Cn1nc(-c2ccc(C)cc2)c2ccccc2c1=O
    i | i
- O=C(Nc1ccccc1Cl)c1cccc(NC(=O)C2CCCC2)c1
    i | i
- COc1ccc(OC)c(N/C(=N/C(=S)Nc2ccccc2)Nc2nc(C)cc(C)n2)c1
    i | i
- C=CCSc1nnc(Cc2c(C)[nH]c3ccccc23)o1
    i | i

One compound at a time (already shown). Values in the order: CHT allo act	CHT inh
CC(=O)c1c(C)[nH]c(C(=O)OCC(=O)Nc2ccc(Cl)cc2[N+](=O)[O-])c1C as listed: i	i
COc1cccc2cc(-c3cc(=O)oc4cc(C)c(O)cc34)oc12 as listed: i	i

Screens deposited in PubChem by Johns Hopkins Ion Channel Center.
